SUMO1-SIM PPI: alters human SUMO1 binding to SIM partners; SUMO1 binding to a labelled peptide, TR-FRET, 1 h; inhibition, % at 20 µM; AID 602429; 360,000 compounds, 0.33% hits; P63165; in the data active = inhibition above about 37%
Target sequence (P63165 whole entry, looked up): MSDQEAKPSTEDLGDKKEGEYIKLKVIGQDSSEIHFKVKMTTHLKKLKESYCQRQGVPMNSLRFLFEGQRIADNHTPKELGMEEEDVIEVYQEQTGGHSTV
Rpn11 inh: blocks the human proteasome subunit Rpn11; human 26S proteasome, Ub4-pepOG fluorescence polarization; 20S core pre-blocked with epoxomicin; 360,000 compounds, 0.59% hits; AID 588493; calls only at 20 µM;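 active = inhibition at 20 µM, scaled to each plate's controls, above about 33%, limit read from the data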
Target sequence (O00487 whole entry, looked up): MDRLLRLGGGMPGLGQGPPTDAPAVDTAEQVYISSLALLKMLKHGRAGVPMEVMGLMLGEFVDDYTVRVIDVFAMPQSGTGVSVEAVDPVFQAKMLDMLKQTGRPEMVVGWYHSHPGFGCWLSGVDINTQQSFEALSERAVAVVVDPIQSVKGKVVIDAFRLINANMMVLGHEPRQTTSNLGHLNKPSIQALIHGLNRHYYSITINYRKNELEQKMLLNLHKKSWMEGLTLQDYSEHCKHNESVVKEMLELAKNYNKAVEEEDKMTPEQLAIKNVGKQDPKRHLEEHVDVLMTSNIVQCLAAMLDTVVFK
STEP block: inhibitors of human striatal-enriched phosphatase STEP | P54829 | recombinant STEP, OMFP fluorogenic substrate, fluorescence | inhibition, % at 20 µM | 360,000 compounds, 0.25% hits;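 active = inhibition at 20 µM, scaled per plate between control wells, above about 37%, limit read from the data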;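 note: 0% = DMSO with enzyme and substrate and 100% = substrate only without enzyme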
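material = STEP tyrosine phosphatase | reagent = fluorogenic phosphatase substrate OMFP at 25 µM final | doses = single compound dose of 20 µM, 1% DMSO final | schedule = 20 min reaction, room temperature, in the dark | measured by = fluorescence, 480/540 nm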
LMPTP block: blocks human LMPTP phosphatase. recombinant LMPTP-A, OMFP fluorogenic substrate, fluorescence intensity. inhibition, % at 20 µM. 360,000 compounds, 0.22% hits. AID 651560;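 active = compounds that cut the enzyme signal by at least half of the control window in the single-dose screen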;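 note: plate controls were DMSO wells with enzyme plus substrate for no effect and substrate without enzyme for full effect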
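Assay system: LMPTP-A, protein tyrosine phosphatase of low molecular weight / Medium: pH 6.0 Bis-Tris buffer with DTT and Triton X-100 / Schedule: 50 min enzyme reaction at room temperature, protected from light / Measured by: endpoint fluorescence intensity from OMFP dephosphorylation / Read-out basis: % inhibition relative to no-enzyme and uninhibited control wells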
NadD inh: inhibitors of Staphylococcus aureus NadD; purified NadD enzyme, colorimetric absorbance read-out; inhibition, % at 20 µM; 360,000 compounds, 0.78% hits; AID 602399; in the data active = inhibition above about 26%; note: some compounds past the cut are filed as inactive
Scp-1 inhibitor: blocks human Scp-1 phosphatase activity | inhibition, % at 20 µM | Recombinant Scp1, phosphopeptide, malachite green phosphate absorbance | Q9GZU7 | 340,000 compounds, 0.88% hits;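 active = inhibition above about 50% at 20 µM, limit read from the data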;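 note: plate controls were DMSO wells with enzyme for no effect and wells lacking enzyme for full effect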
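Test system – truncated SCP-1 phosphatase (76-261aa) · Reagent – Phosphorylated 17-residue peptide substrate · Incubation – 45 min room-temperature reaction, 5 min colour, 30 min stabiliser · Detection – colorimetric phosphate reagent with accelerator and stabiliser, absorbance at 630 nm · Measure – % inhibition at 20 µM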
Tb MetRS inh: blocks T. brucei methionyl-tRNA synthetase activity. purified T. brucei MetRS, ATP depletion, Kinase-Glo luminescence. inhibition, % at 11.9 µM. 360,000 compounds, 0.4% hits. AID 624268;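 active = inhibition above a per-plate cutoff of the control wells' mean inhibition plus 3 SD, cut at about 5.5% in these data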;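 note: 0% = DMSO wells median and 100% = median of wells with control inhibitor compound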
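Test system – parasite MetRS enzyme · Reagent – substrates ATP, L-methionine and bulk Escherichia coli tRNA · Doses – 11.9 µM compound single dose, 0.9% DMSO · Times – 15 min enzyme-compound preincubation, 2 h reaction, 10 min detection, 25 °C · Signal – Kinase-Glo luminescence, ATP depletion format · Controls – DMSO-only wells as low control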
PABP1 MLLE inh: blocks PAM2 peptide binding to the PABP1 MLLE domain | P11940 | GST-MLLE / FITC-PAM2 fluorescence polarization | inhibition, % at 20 µM | 360,000 compounds, 0.36% hits | AID 588489; in the data active = inhibition above about 35%, passing the limit was not always enough;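 note: plate controls were DMSO wells with GST-MLLE for no effect and wells lacking GST-MLLE protein for full effect; some results filed as inactive read as strong as hits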
Target sequence (P11940 whole entry, looked up, the tested form may be a part): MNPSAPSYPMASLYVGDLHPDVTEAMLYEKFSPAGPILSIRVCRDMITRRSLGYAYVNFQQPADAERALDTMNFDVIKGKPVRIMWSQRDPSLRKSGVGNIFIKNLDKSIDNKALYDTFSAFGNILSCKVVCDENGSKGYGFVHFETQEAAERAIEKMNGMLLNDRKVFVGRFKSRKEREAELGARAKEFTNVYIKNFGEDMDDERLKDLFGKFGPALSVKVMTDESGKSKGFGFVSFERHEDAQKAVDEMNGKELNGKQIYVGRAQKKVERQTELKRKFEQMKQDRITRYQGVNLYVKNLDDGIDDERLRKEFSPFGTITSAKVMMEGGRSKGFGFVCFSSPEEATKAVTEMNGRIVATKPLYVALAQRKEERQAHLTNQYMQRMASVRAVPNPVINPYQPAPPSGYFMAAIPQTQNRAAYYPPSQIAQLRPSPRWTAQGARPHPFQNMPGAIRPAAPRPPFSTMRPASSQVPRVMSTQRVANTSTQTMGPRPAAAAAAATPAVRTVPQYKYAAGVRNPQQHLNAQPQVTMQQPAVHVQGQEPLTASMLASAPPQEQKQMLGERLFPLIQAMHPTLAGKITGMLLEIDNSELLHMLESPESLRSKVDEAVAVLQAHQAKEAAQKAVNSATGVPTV
CSN deneddyl inh: CSN deneddylation inhibition. Purified CSN, SCF-Nedd8-OG deneddylation, fluorescence polarization. inhibition, % at 12.5 µM. 360,000 compounds, 0.38% hits. AID 651999;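 active = pattern-corrected inhibition above about 35%, with an unprinted fluorescence ratio check between 0.5 and 1.5, limit read from the data, passing the limit was not always enough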;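 note: 0% = enzyme with substrate and 100% = substrate without enzyme; some results filed as inactive read as strong as hits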
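Assay system: HEK293T-derived human Csn5 enzyme; quantity: 0.24 nM enzyme; medium: Tris/NaCl/DTT buffer, pH 7.5; also added: substrate SCFSkp2-Nedd8OG, 10 nM; doses: 12.5 µM compound; schedule: 90 min reaction at room temperature; signal: FP; read-out: % inhibition of substrate cleavage by Csn5; benchmarks: substrate-only high control, full reaction low control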
DNMT1 block: inhibitors of human DNMT1 | P26358 | 360,000 compounds, 0.83% hits | DNMT1 molecular beacon, Hinp1I cleavage, fluorescence | inhibition (reported as % activation of signal), % at 10 µM; in the data active = inhibition above about 50%
* = called active by the depositor; i = inactive; x = not tested or not shown; + = active, no number.

SMILES	SUMO1-SIM PPI	Rpn11 inh	STEP block	LMPTP block	NadD inh	Scp-1 inhibitor	Tb MetRS inh	PABP1 MLLE inh	CSN deneddyl inh	DNMT1 block
O=C(NNC(=O)C(O)c1ccccc1)NC1CCCCC1 (stereo not drawn)	2	i	-2	-2.0	-3	-7	-0.3	-3	3	2
CC(=O)Nc1ccc(N/C=C/C(=O)C(C)(C)C)cc1	-13	i	5	-2.3	-3	-6	0.1	-1	1	0
CN(Cc1ccccc1NS(=O)(=O)c1ccc2ccccc2c1)C1CCCCC1	-5	i	-6	0.4	-2	0	0.4	11	1	0
Cc1cccc(N2CCN(c3nc(C)cc(C)c3C#N)CC2C)c1 (stereo not drawn)	0	i	1	1.6	-2	-6	-0.1	1	1	8
CCOC(=O)[C@@H]1[C@H]2COc3ccccc3[C@@H]2N2C(=O)N(c3ccc(OC)cc3)C(=O)[C@]12C	-3	i	-2	-1.2	-1	-3	-0.1	-5	-2	1
Cc1nc(NCc2ccc3c(c2)OCO3)c2oc3ccccc3c2n1	0	i	1	1.0	13	1	0.5	4	6	-1
COC(=O)c1ccccc1NC(=O)COc1ccc(S(=O)(=O)NC(C)C)cc1	11	i	-3	0.2	-7	-15	0.0	-10	-4	1
CCCC(=O)N1CCC1(C)C(=O)NS(=O)(=O)c1cc2c(cc1C)CCCS2(=O)=O (stereo not drawn)	2	i	-1	-0.9	-2	x	-0.2	7	2	3
O=C(CSc1nc2cc(Cl)ccc2s1)c1cc2ccccc2o1	1	+	2	3.9	-4	-11	-0.2	-17	-2	-6
Cc1ccc(NC(=O)CCNS(=O)(=O)c2ccc3c(c2)oc(=O)n3C)cc1	12	i	0	2.2	0	15	-0.6	1	-4	23
Cc1ccc(NC(=O)c2onc(C)c2Cl)cc1	-3	i	2	0.2	-1	-9	0.0	5	0	-2
CCN(CC)C(=S)Nc1ccc([N+](=O)[O-])cc1	-17	i	-1	1.5	4	-5	0.0	-66	-2	1

Structural class: those above containing a Cl atom.
SMILES	SUMO1-SIM PPI	Rpn11 inh	STEP block	LMPTP block	NadD inh	Scp-1 inhibitor	Tb MetRS inh	PABP1 MLLE inh	CSN deneddyl inh	DNMT1 block
O=C(CSc1nc2cc(Cl)ccc2s1)c1cc2ccccc2o1	1	+	2	3.9	-4	-11	-0.2	-17	-2	-6
Cc1ccc(NC(=O)c2onc(C)c2Cl)cc1	-3	i	2	0.2	-1	-9	0.0	5	0	-2

Printed as active in Rpn11 inh, among the entries above:
SMILES	SUMO1-SIM PPI	Rpn11 inh	STEP block	LMPTP block	NadD inh	Scp-1 inhibitor	Tb MetRS inh	PABP1 MLLE inh	CSN deneddyl inh	DNMT1 block
O=C(CSc1nc2cc(Cl)ccc2s1)c1cc2ccccc2o1	1	+	2	3.9	-4	-11	-0.2	-17	-2	-6

(list continues)
SMILES	SUMO1-SIM PPI	Rpn11 inh	STEP block	LMPTP block	NadD inh	Scp-1 inhibitor	Tb MetRS inh	PABP1 MLLE inh	CSN deneddyl inh	DNMT1 block
CC(=O)NC(C)(c1ccccc1)c1nc(-c2cncnc2)cs1 (stereo not drawn)	-5	i	-2	-1.8	0	x	-0.1	-13	4	5
Cc1ccccc1OS(=O)(=O)c1cn(C)c(=O)n(C)c1=O	-1	i	-1	-0.5	-1	4	-0.8	14	10	-1
Cc1ccc(C(=O)N2CCOCC2)cc1S(=O)(=O)N1CCOCC1	2	i	4	-1.1	-1	0	-0.3	14	-4	-1
Cc1cc(C)nc(NC(=O)CSc2nn(C)c(=S)s2)n1	2	i	3	-1.0	-4	3	-1.2	6	1	2
C1=C(N2CCOCC2)/C(=C/c2nc3ccccc3[nH]2)CC1	17	i	-4	4.3	19	3	0.7	6	-2	-2
CCOC(=O)N1CCC(NC(=O)c2cc(C(=O)Nc3cccc(OC)c3)ccc2CO)CC1	1	i	-3	0.5	-4	3	-0.8	-7	0	-2
CC1(C)Cc2c(cnn2-c2ccc(F)cc2)C(NC(=O)CCC(F)(F)F)C1 (stereo not drawn)	6	i	-2	-0.6	-7	-7	-0.6	-9	-3	2
COc1cccc(CNC(=O)CCC2CCCN(Cc3cc(Cl)ccc3O)C2)c1 (stereo not drawn)	1	i	2	1.2	3	-1	-0.3	-9	-2	2
Brc1ccccc1-c1nnc(CSc2nnnn2-c2ccccc2)o1	3	i	3	1.7	-4	-9	-0.9	-14	2	-4
Cc1noc(C)c1COc1ccccc1C(=O)Nc1cccc(S(=O)(=O)N(C)C)c1	-3	i	3	-0.1	-4	-6	0.0	0	2	0
CCOC(=O)c1c(C)[nH]c(C(C)=NNC(=O)c2cccs2)c1C	-10	i	-1	0.6	-8	-5	-0.4	4	2	-4
C[C@H]1CN=C(N(C)C)N1CCCC1CCCC1	-9	i	-2	-1.4	2	-1	-0.3	7	0	7

Arranged by value in STEP block (smallest number first): 4 of the compounds above
SMILES	SUMO1-SIM PPI	Rpn11 inh	STEP block	LMPTP block	NadD inh	Scp-1 inhibitor	Tb MetRS inh	PABP1 MLLE inh	CSN deneddyl inh	DNMT1 block
CC1(C)Cc2c(cnn2-c2ccc(F)cc2)C(NC(=O)CCC(F)(F)F)C1 (stereo not drawn)	6	i	-2	-0.6	-7	-7	-0.6	-9	-3	2
CCN(CC)C(=S)Nc1ccc([N+](=O)[O-])cc1	-17	i	-1	1.5	4	-5	0.0	-66	-2	1
Cc1cccc(N2CCN(c3nc(C)cc(C)c3C#N)CC2C)c1 (stereo not drawn)	0	i	1	1.6	-2	-6	-0.1	1	1	8
Cc1cc(C)nc(NC(=O)CSc2nn(C)c(=S)s2)n1	2	i	3	-1.0	-4	3	-1.2	6	1	2

The list goes on:
SMILES	SUMO1-SIM PPI	Rpn11 inh	STEP block	LMPTP block	NadD inh	Scp-1 inhibitor	Tb MetRS inh	PABP1 MLLE inh	CSN deneddyl inh	DNMT1 block
CN(C(=O)CCNC(=O)Cn1ccc2ccccc2c1=O)c1ccc(Br)cc1	2	i	3	-1.2	4	-6	0.1	4	0	1
CN(C)CCN(C(=O)C1CCN(S(=O)(=O)c2cccs2)CC1)c1nc2c(F)cccc2s1	4	i	1	-0.3	0	2	-0.4	14	-6	-2
C/C(N)=C(/C#N)C(=O)COC(=O)c1cccc(C)c1O	3	i	-1	0.5	-5	-8	0.0	-1	1	-2
CCc1nc2c(OCc3ccc(C(=O)N(C)C)cc3)cccn2c1N(C)C(=O)Nc1ccccc1OC	4	i	-2	1.0	-1	x	-0.5	-11	-4	-1
COc1ccc(CC(=O)N(CC2CCCO2)c2nc3ccccc3s2)cc1 (stereo not drawn)	-3	i	-1	0.6	-5	-5	-0.7	15	1	4
CCN1C(=O)[C@@H]2[C@H](C1=O)[C@@H]1C(=O)Nc3ccccc3C(=O)N1[C@@H]2c1cccc(OC)c1	1	i	2	-0.8	0	-6	-0.2	4	-4	4
Cc1cc(/C=C2/C(=O)NN(c3ccccc3)C2=O)c(C)n1-c1cccc(O)c1	-15	i	-2	1.7	15	-1	-0.6	-7	4	-7
Cc1c(NC(=O)CCSCCc2ccccn2)cccc1[N+](=O)[O-]	-5	i	0	-2.4	-5	-7	-0.5	6	2	4
N#Cc1ccccc1COC(=O)CCCC1=NS(=O)(=O)c2ccccc2N1	1	i	-2	-1.6	-2	-9	0.0	23	1	4
COc1cccc(C(C)(O)c2nc(-c3ccc(F)c(Cl)c3)cs2)c1 (stereo not drawn)	4	i	-4	1.9	-12	x	-0.2	3	4	-6
CCNC(=O)CCc1nc(-c2ccc(C(C)(C)C)cc2)no1	0	i	-1	-0.8	-7	-5	-2.8	-14	-1	7
CCCCCCNC(=O)CSc1nccn1Cc1ccccc1	1	i	0	-0.4	2	-11	0.0	-91	8	-1
CCC(CO)Oc1cc(NCc2ccccc2C)c2ncn(C(C)C)c2c1 (stereo not drawn)	0	i	2	-1.8	-3	-8	-0.1	6	3	-18
CCOC(=O)c1sc(NC(=O)c2ccc(C)o2)nc1C	-2	i	1	0.4	-5	0	-1.6	15	6	2
CCN(CC)S(=O)(=O)c1ccc(/C=C/C(=O)OCC(=O)Nc2cccc3ccccc23)cc1	-1	i	2	1.2	7	-11	-0.1	-11	2	34
CCOc1ccc(C(=O)N(CN2CCCC2=O)c2cccc(Cl)c2)cc1	3	i	-2	-3.4	-6	-5	-0.8	13	-4	-1
CN(C)C(=O)c1ccc(NC(=O)CN2CCc3cc4c(cc3C2)OCCCO4)cc1	-2	i	2	-0.6	4	-2	0.3	-12	-2	0
O=C(c1nc2ncccn2n1)N1CCc2ccccc2C1	3	i	-7	-3.2	3	3	-0.8	-1	-1	-1
Cc1nnc(SCC(=O)Nc2ccccc2)n(N)c1=O	4	i	-1	1.6	-9	-2	0.9	32	2	5
O=C(Nc1ncccc1O)c1cccc(S(=O)(=O)N2CCN(c3ccc(F)cc3)CC2)c1	5	i	-1	1.2	8	2	-0.3	5	-6	0
CCCN(CCC)C(=O)CCS(=O)(=O)c1cccc2nsnc12	-26	i	1	-1.5	-7	5	-0.7	9	-11	-3
CSc1nc(SCC(=O)NCc2ccco2)c2c3c(sc2n1)CN(C)CC3	3	i	1	1.8	-2	2	-1.0	6	-2	4
O=C(CN1CCN(c2ccccc2O)CC1)Nc1ccc([N+](=O)[O-])cc1Br	-8	i	-2	-0.4	20	-3	-1.1	-13	0	2
COc1ccccc1CNS(=O)(=O)c1c(C)[nH]c(=O)[nH]c1=O	1	i	-2	2.0	3	-9	-0.2	2	-5	11
COc1ccc2c(=O)c3ccccc3oc2c1	1	i	3	-0.8	-3	-1	0.3	-6	-3	-2
Cc1cccc(C(=O)N/C(=C/c2ccco2)C(=O)N2CCCCCC2)c1	-3	i	3	2.3	0	-1	-0.7	-20	12	2

From PubChem BioAssay

Compounds as they come (roughly 3.6% active in at least one column).
